Source: PubChem (several laboratories)
Exocytosis inh: blocks lytic granule exocytosis | TALL-104 LAMP-1 surface exposure, flow cytometry; cells stimulated with thapsigargin and PMA | inhibition, % at 10 µM | 360,000 compounds, 0.66% hits;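 active = inhibition above about 55%, limit read from the data; inconclusive = no clear call, values can overlap the other calls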
MC4R ag barr: human MC4R agonism via beta-arrestin; P32245; U2OS MC4R beta-arrestin complementation, luminescence; percent of melanotan II response, DMSO zero; activation, % at 8.9 µM; 360,000 compounds, 0.98% hits;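 active = activation above a per-plate cutoff, the mean activation of sample wells on that plate plus 3 SD, cut at about 8% in these data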
ABHD5-PLIN5 inh: blocks binding of human ABHD5 to perilipin-5 | Q00G26+Q8WTS1 | Split G. princeps luciferase complementation, luminescence, 4 h | inhibition, % at 4 µM | 360,000 compounds, 0.78% hits | AID 602281;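 active = inhibition above the mean inhibition across every tested compound plus 3 SD, cut at about 22% in these data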;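 also: 0% = DMSO only wells and the 100% control is not disclosed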
MC4R antagonist: blocks human MC4R cAMP signaling | P32245 | MC4R-expressing cells, MTII-stimulated cAMP, LANCE TR-FRET | inhibition, % at 6.5 µM | 360,000 compounds, 0.48% hits;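 active = inhibition above its plate's cutoff, the mean of tested wells on that plate plus 3 SD, cut at about 29% in these data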;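 also: 0% = Melanotan II alone and 100% = Melanotan II plus saturating MCL0020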
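Assay system: U2OS cells stably expressing human melanocortin 4 receptor (MC4R) / Dosing: 6.5 µM / Timing: compound 30 min, challenge 1 h, detection 1 h / Measured by: Eu-cAMP/anti-cAMP TR-FRET, emission 671 nm / Replicates: singlicate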
NOD2 RIPK2 PPI: blocks binding of human NOD2 to RIPK2; O43353; CHO BLA complementation NOD2-RIPK2, CCF4 ratio; inhibition, % at 4.98 µM; 360,000 compounds, 0.38% hits; AID 624267; in the data active = inhibition above about 21%;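 also: 0% = vehicle only and 100% = reference blocker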
TLR9-MyD88 block: TLR9-MyD88 interaction inhibition | Q9NR96+Q99836 | CHO BLA complementation TLR9-MyD88, CCF4 FRET ratio | inhibition, % at 4.98 µM | 340,000 compounds, 0.21% hits | AID 504734;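 active = inhibition above the mean over all tested compounds plus 3 SD, cut at about 21% in these data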;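 also: 0% = DMSO only wells and 100% = clavulanate BLA inhibitor control wells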
ABCB6 inh 2: inhibitors of human ABC transporter ABCB6; Q9NP58; K562-ABCB6 porphyrin accumulation, flow cytometry, 1 h; active compounds read low; fluorescence ratio to DMSO, % at 10 µM; 360,000 compounds, 0.19% hits;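 active = fluorescence ratio to DMSO below 75%, the collection mean minus 3 SD; inconclusive = too few cells collected in the well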;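 also: signal is porphyrin accumulated inside mitochondria; 100% equals median channel fluorescence of DMSO control wells; lower ratio means ABCB6 inhibition with less porphyrin fluorescence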
Target sequence (Q9NP58 whole entry, looked up): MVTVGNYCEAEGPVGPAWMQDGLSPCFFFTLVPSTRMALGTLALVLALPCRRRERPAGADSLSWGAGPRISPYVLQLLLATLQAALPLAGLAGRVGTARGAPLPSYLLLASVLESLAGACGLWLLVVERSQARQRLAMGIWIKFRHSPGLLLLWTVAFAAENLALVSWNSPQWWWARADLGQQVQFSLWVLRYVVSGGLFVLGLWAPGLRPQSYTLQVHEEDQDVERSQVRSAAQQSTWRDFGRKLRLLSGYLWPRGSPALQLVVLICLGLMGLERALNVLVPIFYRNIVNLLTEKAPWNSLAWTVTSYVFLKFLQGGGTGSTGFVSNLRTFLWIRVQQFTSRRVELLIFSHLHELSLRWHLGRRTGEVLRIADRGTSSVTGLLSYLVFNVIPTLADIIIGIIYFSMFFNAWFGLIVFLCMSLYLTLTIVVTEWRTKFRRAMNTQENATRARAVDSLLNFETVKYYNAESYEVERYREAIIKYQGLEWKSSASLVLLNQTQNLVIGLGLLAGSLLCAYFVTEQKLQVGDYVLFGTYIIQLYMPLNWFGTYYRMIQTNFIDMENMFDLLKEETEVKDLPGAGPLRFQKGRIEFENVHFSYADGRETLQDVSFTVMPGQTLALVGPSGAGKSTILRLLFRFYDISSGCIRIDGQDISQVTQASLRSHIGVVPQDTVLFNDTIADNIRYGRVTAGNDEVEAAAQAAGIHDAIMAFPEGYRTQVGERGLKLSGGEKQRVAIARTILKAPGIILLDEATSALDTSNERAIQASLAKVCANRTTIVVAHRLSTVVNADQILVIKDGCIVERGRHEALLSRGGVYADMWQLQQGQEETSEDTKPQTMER
Vif inh: blocks HIV Vif function; inhibition, % at 7.49 µM; HEK293T cells, Vif self-association by quenched fluorescence, imaging, 24 h; 340,000 compounds, 0.35% hits; in the data active = inhibition above about 50%, passing the limit was not always enough; inconclusive = no clear call, values can overlap the other calls; inactive = below about 31%; also: some results filed as inactive read as strong as hits
aDG glyco act: increases alpha dystroglycan glycosylation; Pro5-aDG cells, alpha-DG glycosylation AlphaScreen (IIH6); 0% Pro5, 100% B10-LARGE cell signal; activation, % at 10 µM; AID 624168; 360,000 compounds, 0.22% hits;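 active = activation of at least 8% versus controls, or a plate z-score of at least 8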;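 also: Pro5 are CHO cells carrying HIG-tagged alpha-DG that lacks glycosylation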
N-glyco inh: N-linked glycosylation inhibition. reporter increase, % at 12.5 µM. D54 ERlucT glycosylation luciferase reporter, 24 h; percent of 100 nM tunicamycin response. 360,000 compounds, 0.23% hits;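 active = mean luciferase reporter signal, scaled so untreated is 0 and the glycosylation-blocking control 100, at or above a set limit in every replicate; inconclusive = mean reaches the limit but not every replicate does; inactive = mean below the limit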;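 also: luciferase carries N-glycosylation sites so blocking glycosylation raises the light; 0% = median of neutral control wells and 100% = median of 100 nM tunicamycin wells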
* marks the source's active call; other numbers are inactive results; ? = inconclusive; / = no result given. Some of the compounds tested, so the mix of outcomes need not match the whole.

SMILES	Exocytosis inh	MC4R ag barr	ABHD5-PLIN5 inh	MC4R antagonist	NOD2 RIPK2 PPI	TLR9-MyD88 block	ABCB6 inh 2	Vif inh	aDG glyco act	N-glyco inh
O=C(Nc1nnc(SCc2ccccc2)s1)c1cccs1	0	1.6	-4	1	-9	1	92	/	-0.3	0
C=C1[C@@H](O)[C@H](CC(C)C)N(Cc2ccccc2Br)S1(=O)=O	-7	5.5	1	9	13	-4	97	5	0.0	5
Cc1ccc(C(=O)C(C)OC(=O)CNC(=O)c2ccc(Br)o2)cc1 (configuration not stated)	4	1.4	-4	3	-14	-12	99	0	-0.2	1
O=c1c2ccccc2nnn1CCc1ccccc1	-17	-0.3	3	1	-9	1	100	-8	0.2	-9
CN(Cc1ccccc1)C(=O)COC(=O)c1cc(NS(=O)(=O)c2cccs2)ccc1O	-3	-0.7	-2	8	-4	2	98	-20	1.2	0
CC(=O)Nc1ccc(NC(=O)COC(=O)[C@@H]2CCCN2C(=O)c2cccs2)cc1	-1	0.4	-6	4	0	-9	103	2	-0.1	16
N#C/C(=C\C=C\c1ccccc1)C(=O)N1CCCC1	6	0.1	7	-7	-1	4	101	7	0.3	3
O=C(Nc1ccccc1)C12CC3CC(C1)CC(n1cnc([N+](=O)[O-])n1)(C3)C2	-2	1.0	7	1	-3	-1	94	14	0.2	-2
Cc1nc2ccccn2c1C(=O)NC1CCCc2ccccc21 (configuration not stated)	0	-2.2	5	-5	-3	0	91	-3	4.5	-2
OCC1(Cc2ccccc2)CCN(Cc2cc3ccccc3o2)CC1	6	-2.3	2	6	3	-8	95	2	0.5	-2
NC(=O)CSc1nnc(NC(=O)c2ccc(Br)o2)s1	0	-1.2	8	-3	-12	3	91	16	0.1	-1
C[C@H](CO)N1C[C@H](C)[C@@H](CN(C)C(=O)c2ccncc2)OCc2cnnn2CCCC1=O	5	0.5	-3	0	-4	-2	101	0	0.1	0
Cc1cc(Oc2nc3ccccn3c(=O)c2/C=C(\C#N)C(=O)NC2CCS(=O)(=O)C2)ccc1Cl (configuration not stated)	23	0.0	5	5	-1	-10	100	6	0.0	10
COc1ccc2cc3cc(C(=O)NCc4ccco4)oc3nc2c1	-2	-0.9	4	7	6	3	102	4	0.1	4
Cc1cc(C(=O)N2CCN(S(=O)(=O)c3ccc(C)c(C)c3)CC2)no1	1	-6.2	0	7	4	2	96	4	-0.1	-2
CS(=O)(=O)c1ccccc1-c1nc(-c2cccc(Cl)c2)no1	-3	0.9	2	-3	4	4	95	-3	0.2	0
CCOC(=O)CSc1nnc(-c2ccc(OC)cc2OC)o1	-5	1.3	-2	9	-10	-5	94	-11	0.0	0
COC(=O)C(Cc1ccc(OC(=O)c2ccccc2Cl)cc1)N1Cc2ccccc2C1=O (configuration not stated)	4	-0.5	-2	-7	-6	3	94	-3	0.1	-2
C/[N+]([O-])=C\c1coc2ccccc2c1=O	-8	0.2	7	3	8	1	102	2	0.1	0
O=C(OCC(=O)N1CCN(c2ccccc2)CC1)c1nc(Cl)ccc1Cl	-3	-5.6	-2	1	4	2	97	5	0.0	2
CCOC(=O)[C@@H]1[C@H]2COc3ccccc3[C@H]2N2C(=O)N(c3cccc(Cl)c3)C(=O)[C@]12C	-6	-0.5	10	0	6	-10	97	-6	0.1	2
O=C(NCC1CCCO1)c1ccc(NC(=O)C2CC=CCC2C(=O)O)cc1 (configuration not stated)	-1	-1.4	-1	6	-12	-2	96	0	-0.2	-2
COCCOc1ccc(C(F)(F)F)cc1NC(=O)CN1C(=O)NC2(CCc3ccccc32)C1=O (configuration not stated)	0	-1.9	4	-6	-9	-8	99	-1	-0.2	12
CC(C)(C)NC(=O)CN(C(=O)C(=O)Nc1ccc2c(c1)OCCO2)N1CCOCC1	-1	-0.3	-1	7	5	5	101	16	0.0	0
COCC(=O)NC1CC(C)(C)Cc2c1cnn2-c1ccc(F)cc1 (configuration not stated)	4	0.3	1	7	-17	0	100	-2	0.2	1

Overlap with the part before: 2 compounds, followed by the next part.
SMILES	Exocytosis inh	MC4R ag barr	ABHD5-PLIN5 inh	MC4R antagonist	NOD2 RIPK2 PPI	TLR9-MyD88 block	ABCB6 inh 2	Vif inh	aDG glyco act	N-glyco inh
CC(C)(C)NC(=O)CN(C(=O)C(=O)Nc1ccc2c(c1)OCCO2)N1CCOCC1	-1	-0.3	-1	7	5	5	101	16	0.0	0
COCC(=O)NC1CC(C)(C)Cc2c1cnn2-c1ccc(F)cc1 (configuration not stated)	4	0.3	1	7	-17	0	100	-2	0.2	1
Cc1cc(SCc2ccc(Cl)c(Cl)c2)nc(=O)[nH]1	-4	-1.4	2	-5	-10	5	91	1	0.0	0
Cc1ccccc1S(=O)(=O)N(C)C[C@@H]1OCc2cnnn2CCCC(=O)N([C@H](C)CO)C[C@@H]1C	-3	0.1	0	4	6	12	95	0	1.8	1
CCCNC(=O)Nc1ccc(NC(C)=O)cc1	-3	-2.8	-3	2	0	-4	100	-7	-0.3	1
N#CCCn1cc(C(=O)CN2C(=O)C(=O)N(C3CCCC3)C2=O)c2ccccc21	3	-3.5	-11	-1	1	-2	82	12	0.0	2
CN(C)CCCOC(=O)c1ccccc1Cl	-5	0.4	0	-1	2	0	101	0	0.2	-2
O=C(NC1CCN(Cc2ccccc2)CC1)c1ccc2c(c1)[nH]c(=O)n2Cc1ccc(F)cc1	5	-1.4	8	9	1	-7	96	-8	3.3	-7
CCN(CCO)C(=O)c1ccc2nc(Cc3ccc(OC)cc3)oc2c1	-2	0.4	0	4	-11	5	101	-6	0.0	-1
Cc1c(NS(=O)(=O)c2cc(C(=O)OCC(=O)c3ccccc3F)ccc2Cl)c(=O)n(-c2ccccc2)n1C	-8	2.4	1	5	11	1	93	/	-0.1	1
OC[C@@H]1[C@@H](c2ccccc2)C(c2cccc(Cl)c2)=NN1c1ccccc1	0	1.5	-14	7	33*	-4	107	6	1.2	0
Cn1c2c(c(=O)n(C)c1=O)C(NC(=O)C(C)(C)C)(C(F)(F)F)C(=O)N2 (configuration not stated)	7	-1.6	3	14	0	10	94	15	-0.2	5
O=c1c2cn[nH]c2[nH]c(=S)n1-c1cccc(Cl)c1	2	-0.2	-1	11	-4	4	98	-4	-0.1	4
O=C(Nc1ccc([N+](=O)[O-])cn1)c1ccc(Br)o1	6	1.5	-2	13	-7	-17	99	3	0.5	1
COC(=O)c1cc(C(=O)NNC(=O)c2ccc3c(c2)OCO3)cc([N+](=O)[O-])c1	1	-0.9	0	4	-1	-2	104	6	-0.2	-2
NC(=O)C1CCN(C(=O)/C=C/c2ccccc2[N+](=O)[O-])CC1	-1	-2.5	1	13	-8	-9	94	21	-0.2	2
COc1ccc(N(C)S(=O)(=O)c2cccc(C(=O)NC3CCCC3)c2)cc1	33	-1.6	-2	2	1	-2	98	1	0.4	-4
Cc1ccnc(NC(=O)CCC(=O)N(CC(=O)NC2CCCCC2)Cc2ccccc2)c1	4	-1.5	-4	3	6	-2	97	-1	0.0	4
O=S(=O)(Nc1cccc(-c2ccc3nncn3n2)c1)c1cccc(F)c1	-4	-3.7	-9	10	-12	-9	102	-1	-0.2	0
O=C(CN1CCN(c2ccccc2F)CC1)Nc1nnc(C(F)(F)F)s1	2	-2.3	-1	18	-1	-6	92	/	-0.2	2
Cc1cc([N+](=O)[O-])nn1Cc1c(F)c(F)c(F)c(F)c1F	-5	-0.4	1	2	-9	2	96	11	0.0	3
CC(=O)C1=C(O)C(=O)N(c2ccccn2)C1c1ccc(Cl)cc1 (configuration not stated)	-8	-0.7	-31	1	2	-1	98	0	0.1	1
COCCNC(=O)C1(C)CCCN(C(=O)CCc2ccccc2)C1 (configuration not stated)	-8	2.0	-4	0	10	/	91	/	-0.1	-6
O=C(CSc1nccn1Cc1ccccc1)Nc1nccs1	-5	-3.3	-7	0	5	-2	99	?	0.0	-1
COc1ccc(C(=O)NCC(=O)N2CCN(C(=O)c3ccco3)CC2)cc1	-2	-4.7	0	-3	-6	-15	97	-5	0.2	-1
CC1CC(C)(C)NC(=S)N1CCC(=O)N1CCN(Cc2ccccc2)CC1 (configuration not stated)	-1	-0.2	-3	3	4	-1	102	0	0.3	1
C=CCCCCCCCCc1nc(SCC(C)=O)n[nH]1	-9	-2.6	-4	-3	-17	7	101	9	0.2	-2
Cc1cc(C)c(C(=O)Nn2c(C)nc3ccccc3c2=O)cc1C	-8	-0.1	12	-6	-20	6	86	-1	-0.1	-3
CN(C(=O)/C=C/c1ccc([N+](=O)[O-])s1)c1ccccc1	4	-0.6	5	-5	-5	-3	108	9	2.6	22
O=C(NC1CCCCC1)C(c1cccnc1)N(CCc1ccccc1)C(=O)Cc1cccs1 (configuration not stated)	6	0.9	-5	8	-4	-10	99	0	0.3	-1
CCOC(=O)N1CCC(Nc2cc(C)nc3c(-c4ccccc4OC)c(C)nn23)CC1	5	0.5	4	1	-6	0	95	-5	-0.1	-1

Structures shown so far with fluorine, in the order listed:
SMILES	Exocytosis inh	MC4R ag barr	ABHD5-PLIN5 inh	MC4R antagonist	NOD2 RIPK2 PPI	TLR9-MyD88 block	ABCB6 inh 2	Vif inh	aDG glyco act	N-glyco inh
COCCOc1ccc(C(F)(F)F)cc1NC(=O)CN1C(=O)NC2(CCc3ccccc32)C1=O (configuration not stated)	0	-1.9	4	-6	-9	-8	99	-1	-0.2	12
COCC(=O)NC1CC(C)(C)Cc2c1cnn2-c1ccc(F)cc1 (configuration not stated)	4	0.3	1	7	-17	0	100	-2	0.2	1
O=C(NC1CCN(Cc2ccccc2)CC1)c1ccc2c(c1)[nH]c(=O)n2Cc1ccc(F)cc1	5	-1.4	8	9	1	-7	96	-8	3.3	-7
Cc1c(NS(=O)(=O)c2cc(C(=O)OCC(=O)c3ccccc3F)ccc2Cl)c(=O)n(-c2ccccc2)n1C	-8	2.4	1	5	11	1	93	/	-0.1	1
Cn1c2c(c(=O)n(C)c1=O)C(NC(=O)C(C)(C)C)(C(F)(F)F)C(=O)N2 (configuration not stated)	7	-1.6	3	14	0	10	94	15	-0.2	5
O=S(=O)(Nc1cccc(-c2ccc3nncn3n2)c1)c1cccc(F)c1	-4	-3.7	-9	10	-12	-9	102	-1	-0.2	0
O=C(CN1CCN(c2ccccc2F)CC1)Nc1nnc(C(F)(F)F)s1	2	-2.3	-1	18	-1	-6	92	/	-0.2	2
Cc1cc([N+](=O)[O-])nn1Cc1c(F)c(F)c(F)c(F)c1F	-5	-0.4	1	2	-9	2	96	11	0.0	3
